T cruzi growth – blocks T. cruzi growth in NIH3T3 culture. T. cruzi beta-gal in NIH3T3, GalScreen luminescence, 90 h. inhibition, % at 8.34 µM. 5.9% of 77,000 active;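 active means mean inhibition above about 93%, with at least 55% of replicates each passing it, limit read from the data, passing the limit was not always enough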
Pf Dd2 growth – P. falciparum Dd2 growth inhibition; SYBR Green, 72 h; hits give low values; activity change, % at 10 µM; 2.3% of 94,000 active; AID 1159554; in the data active means activity change below about -80%
C diff HTS – inhibitors of Clostridium difficile growth; growth activity, negative = inhibition, % at 16 µg/mL (by protocol); Clostridium difficile clinical isolate growth, OD600, 24 h; hits give low values; 0.25% of 86,000 active;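 active means mean growth activity at or below -80% and every replicate also at or below -80%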;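 further: 0% = DMSO wells and -100% = levofloxacin 16 µg/mL wells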
KDM4C inh – KDM4C (human) demethylase inhibition. Q9H3R0. GST-KDM4C 2-372, H3K9me3 peptide, LANCE TR-FRET. inhibition, % at 12.5 µM. 0.15% of 96,000 active;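 active means mean replicate inhibition above about 25%, with at least 55% of replicates also reaching it, limit read from the data, passing the limit was not always enough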
Target sequence (Q9H3R0 2-372 limits assumed): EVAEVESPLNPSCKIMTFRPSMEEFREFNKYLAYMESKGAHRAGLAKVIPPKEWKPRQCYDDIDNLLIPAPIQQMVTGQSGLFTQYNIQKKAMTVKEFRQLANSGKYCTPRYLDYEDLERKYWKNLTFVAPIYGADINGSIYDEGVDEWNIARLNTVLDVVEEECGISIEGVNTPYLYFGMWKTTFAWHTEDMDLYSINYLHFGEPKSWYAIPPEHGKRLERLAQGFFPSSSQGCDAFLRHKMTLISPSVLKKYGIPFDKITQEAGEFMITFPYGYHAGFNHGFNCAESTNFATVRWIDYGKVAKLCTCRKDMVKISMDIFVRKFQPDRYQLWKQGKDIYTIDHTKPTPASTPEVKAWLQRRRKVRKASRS
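Test system – GST-tagged GASC-1 (JMJD2C) catalytic fragment, aa 2-372 · Medium – HEPES buffer, pH 7.5, plus ascorbate · Reagent – H3K9me3 peptide with Fe(II)/2OG · Compound – one test concentration per compound · Timing – 30 min reaction, 60 min detection, RT · Technique – TR-FRET with Eu antibody and ULight streptavidin, EDTA stop · Read-out basis – inhibition from TR-FRET ratio decrease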
Numbers without * were called inactive; . = no result given; & = joins results of further samples.

1	C[C@@H]1CN([C@H](C)CO)C(=O)c2cccc(NS(=O)(=O)c3cn(C)cn3)c2O[C@H]1CN(C)C(=O)NC1CCCCC1
2	COc1ccccc1-c1ccc2c(c1)[C@@H]1[C@@H](CCN1S(=O)(=O)c1cccc(F)c1)[C@H](CO)N2
3	C[C@H](CO)N1C[C@H](C)[C@H](CN(C)S(C)(=O)=O)OCCCC[C@H](C)Oc2ccc(NC(=O)CCC(F)(F)F)cc2C1=O
4	O=C(C1CCCCC1)N1CC2(C1)[C@H](c1ccccc1)[C@@H](CO)N2Cc1cncnc1
5	CCCC(=O)Nc1ccc2c(c1)OC[C@H](C)N(CCc1ccccc1)C[C@H](C)[C@H](OC)CN(C)C2=O
6	C[C@@H]1CN([C@@H](C)CO)C(=O)Cc2cc(NC(=O)Nc3ccc(F)cc3)ccc2O[C@@H]1CN(C)C
7	CN(C)C(=O)c1ccc(-c2ccc3n(c2=O)C[C@@H]2[C@@H](CO)[C@H](C(=O)NCCc4ccccc4)N[C@H]32)cc1
8	COc1ccc(S(=O)(=O)Nc2cccc3c2O[C@H](CN(C)Cc2ccc4c(c2)OCO4)[C@@H](C)CN([C@H](C)CO)C3=O)cc1
9	O=C(O)C[C@@H]1C[C@H]2c3cc(NC(=O)NC4CCCCC4)ccc3O[C@H]2[C@H](CO)O1
10	CC(=O)N1CC[C@@H]2[C@H](CO)Nc3ccc(C#Cc4cccnc4)cc3[C@@H]21

| assay / entry | 1 | 2 | 3 | 4 | 5 | 6 | 7 | 8 | 9 | 10 |
| --- | --- | --- | --- | --- | --- | --- | --- | --- | --- | --- |
| T cruzi growth | -122 | 10 | 9 | . | -24 | . | 26 | 20 | 0 | 17 |
| Pf Dd2 growth | 18 | -12 | 6 | 32 | . | 15 | . | 10 | -3 | 35 |
| C diff HTS | 2 | 21 | -4 | -8 | . | 3&2 | 4 | 0 | 0 | -9 |
| KDM4C inh | 1.5 | 13 | 1.2 | 0.4 | 0.9 | 0.3 | -1.9 | . | -1.5 | 1.6 |

11	C/C=C/c1ccc([C@@H]2[C@H](CO)N(C(=O)C3CCOCC3)C23CN(C(=O)NC(C)C)C3)cc1
12	Cc1ccccc1S(=O)(=O)N1C[C@H]2[C@@H](c3ccccc31)[C@@H](CO)N2C(=O)CC1CC1
13	CC=Cc1ccc2n(c1=O)C[C@@H]1[C@@H](CO)[C@H](C(=O)NCCCN(C)C)[C@H]2N1C(=O)c1ccccc1 (mixture of isomers)
14	COc1ccc(S(=O)(=O)N(C)C[C@H]2Oc3ccc(NC(=O)CCC(F)(F)F)cc3CC(=O)N([C@@H](C)CO)C[C@H]2C)cc1
15	Cc1noc(C)c1NC(=O)N(C)C[C@@H]1OCCCC[C@@H](C)Oc2ccc(NS(=O)(=O)c3cccs3)cc2C(=O)N([C@H](C)CO)C[C@@H]1C
16	CNC[C@@H]1Oc2c(NC(=O)Nc3ccccc3)cccc2C(=O)N([C@H](C)CO)C[C@@H]1C
17	COc1ccc2c3c([nH]c2c1)[C@@H](CO)N(C)CC31CCN(S(=O)(=O)c2ccc(C)cc2)CC1
18	C[C@@H]1CN([C@@H](C)CO)S(=O)(=O)c2ccc(-c3ccncc3)cc2O[C@H]1CN(C)C(=O)Nc1ccc(C(F)(F)F)cc1
19	Cc1ccc(S(=O)(=O)N(C)C[C@@H]2OCCCC[C@H](C)Oc3ccc(NC(=O)Nc4ccccc4)cc3C(=O)N([C@@H](C)CO)C[C@H]2C)cc1
20	CCCC#Cc1ccc([C@@H]2[C@@H](CO)N(C(=O)C3CCOCC3)[C@H]2C#N)cc1

| assay / entry | 11 | 12 | 13 | 14 | 15 | 16 | 17 | 18 | 19 | 20 |
| --- | --- | --- | --- | --- | --- | --- | --- | --- | --- | --- |
| T cruzi growth | . | 51 | . | . | 66 | -8 | . | 83 | 66 | 74 |
| Pf Dd2 growth | 4 | 6 | 17 | -6 | 8 | 18 | -26 | 17 | -92* | -22 |
| C diff HTS | 1 | 6 | -3 | 7 | 5 | 0 | 0 | -4 | 7 | 2 |
| KDM4C inh | -1.5 | 0.2 | 2.7 | -0.9 | 1.5 | 0.3 | -0.7 | -0.4 | 0.1 | 0.0 |

A second format for some results above:
9) O=C(O)C[C@@H]1C[C@H]2c3cc(NC(=O)NC4CCCCC4)ccc3O[C@H]2[C@H](CO)O1
  T cruzi growth = 0
  Pf Dd2 growth = -3
  C diff HTS = 0
  KDM4C inh = -1.5

10) CC(=O)N1CC[C@@H]2[C@H](CO)Nc3ccc(C#Cc4cccnc4)cc3[C@@H]21
  T cruzi growth = 17
  Pf Dd2 growth = 35
  C diff HTS = -9
  KDM4C inh = 1.6

11) C/C=C/c1ccc([C@@H]2[C@H](CO)N(C(=O)C3CCOCC3)C23CN(C(=O)NC(C)C)C3)cc1
  T cruzi growth = .
  Pf Dd2 growth = 4
  C diff HTS = 1
  KDM4C inh = -1.5

12) Cc1ccccc1S(=O)(=O)N1C[C@H]2[C@@H](c3ccccc31)[C@@H](CO)N2C(=O)CC1CC1
  T cruzi growth = 51
  Pf Dd2 growth = 6
  C diff HTS = 6
  KDM4C inh = 0.2

Remaining list, next part.
21	C[C@@H]1CN([C@H](C)CO)C(=O)c2cc(NS(=O)(=O)c3cccs3)ccc2O[C@@H]1CN(C)CC1CC1
22	O=C(C[C@H]1CC[C@@H]2[C@H](COC[C@@H](O)CN2Cc2ccc3c(c2)OCO3)O1)N1CCOCC1
23	C[C@H](CO)N1C[C@H](C)[C@H](CN(C)C)Oc2c(NS(=O)(=O)c3cccs3)cccc2C1=O
24	CN1CCN(C(=O)C[C@@H]2CC[C@H]3[C@H](COc4ccc(NC(=O)c5cccs5)cc4C(=O)N3C)O2)CC1
25	COc1ccc(NC(=O)Nc2ccc3c(c2)[C@H]2C[C@H](CC(=O)NCCc4ccccc4)O[C@H](CO)[C@H]2O3)cc1
26	COc1ccc(CNC(=O)C[C@H]2CC[C@H](NS(=O)(=O)c3cccc(OC)c3)[C@H](CO)O2)cc1
27	C[C@@H]1CN([C@@H](C)CO)C(=O)CCCn2nncc2CO[C@H]1CN(C)Cc1ccc(C(F)(F)F)cc1
28	CC(C)NC(=O)Nc1ccc2c(c1)CC(=O)N([C@@H](C)CO)C[C@H](C)[C@H](CN(C)C(=O)Nc1ccc(F)cc1)O2
29	COC(=O)C[C@H]1CC[C@H]2[C@H](COc3ccc(NC(=O)c4ccccc4F)cc3C(=O)N2C)O1
30	N#C[C@H]1[C@H](c2ccc(C#Cc3ccc(F)cc3)cc2)[C@H](CO)N1C(=O)Nc1ccc(F)cc1

| assay / entry | 21 | 22 | 23 | 24 | 25 | 26 | 27 | 28 | 29 | 30 |
| --- | --- | --- | --- | --- | --- | --- | --- | --- | --- | --- |
| T cruzi growth | 92 | -19 | . | -11 | 149* | . | 20&3 | -4 | 23 | 95 |
| Pf Dd2 growth | 3 | 12 | 16 | 0 | -20 | . | -22&-9 | 6 | . | -22 |
| C diff HTS | -1 | . | 1 | 4 | 28 | -1 | 5 | 1 | -7 | 3 |
| KDM4C inh | 1.0 | 1.5 | -0.1 | 0.6 | -1.4 | -1.8 | 0.8 | 0.1 | 0.6 | -2.0 |

31	COc1ccccc1-c1ccc2c(c1)O[C@H](CN(C)C(C)=O)[C@H](C)CN([C@H](C)CO)S2(=O)=O
32	O=C(Nc1cccc(Cl)c1)N1C[C@H]2[C@@H](c3ccccc31)[C@@H](CO)N2C(=O)c1cccnc1
33	COCCNC(=O)C[C@H]1CC[C@H]2[C@H](COc3ccc(NC(=O)C4CCCC4)cc3C(=O)N2C)O1
34	Cc1noc(C)c1S(=O)(=O)N(C)C[C@H]1Oc2ccc(N(C)C)cc2CC(=O)N([C@@H](C)CO)C[C@@H]1C
35	COCC(=O)N1CCCCN2[C@H](CO)[C@H](c3ccc(-c4ccc(C)cc4)cc3)[C@@H]2C1
36	Cc1ccc(-c2cnc3c(c2)C(=O)N([C@@H](C)CO)C[C@H](C)[C@H](CN(C)C(=O)c2ccccc2)O3)cc1
37	CCCC#Cc1cnc2c(c1)C(=O)N([C@@H](C)CO)C[C@@H](C)[C@@H](CN(C)C(=O)Nc1cc(F)ccc1F)O2
38	C[C@@H]1CCCCO[C@@H](CN(C)Cc2ccc3c(c2)OCO3)[C@H](C)CN([C@@H](C)CO)C(=O)c2cc(NS(=O)(=O)c3ccc(F)cc3)ccc2O1
39	COc1ccc2c3c(n(C)c2c1)[C@@H](CO)N(C(=O)Cc1ccccn1)CC31CN(C)C1
40	Cc1ccc(S(=O)(=O)N(C)C[C@H]2Oc3ccc(N(C)C)cc3C(=O)N([C@H](C)CO)C[C@@H]2C)cc1

| assay / entry | 31 | 32 | 33 | 34 | 35 | 36 | 37 | 38 | 39 | 40 |
| --- | --- | --- | --- | --- | --- | --- | --- | --- | --- | --- |
| T cruzi growth | 3 | 90 | 15 | -25 | 91 | 53 | 41 | 45 | . | . |
| Pf Dd2 growth | 35 | -3 | 2 | -12 | 10 | -61 | -59 | -31 | 44 | -66 |
| C diff HTS | -1 | -1 | -2 | 0 | -16 | -2 | 2 | . | 2 | -3&-5 |
| KDM4C inh | 0.6 | 0.8 | 2.1 | 2.9 | -0.6 | -0.1 | 0.7 | -1.2 | 0.4 | -0.1 |

Quoted at random: 2 compounds from above, in no set order.
40	Cc1ccc(S(=O)(=O)N(C)C[C@H]2Oc3ccc(N(C)C)cc3C(=O)N([C@H](C)CO)C[C@@H]2C)cc1
37	CCCC#Cc1cnc2c(c1)C(=O)N([C@@H](C)CO)C[C@@H](C)[C@@H](CN(C)C(=O)Nc1cc(F)ccc1F)O2

| assay / entry | 40 | 37 |
| --- | --- | --- |
| T cruzi growth | . | 41 |
| Pf Dd2 growth | -66 | -59 |
| C diff HTS | -3&-5 | 2 |
| KDM4C inh | -0.1 | 0.7 |

(listing goes on)
41	COc1cccc(S(=O)(=O)N[C@@H]2CC[C@H](CCn3cc(-c4ccccc4OC)nn3)O[C@@H]2CO)c1
42	COC(=O)[C@H]1[C@H](CO)[C@H]2Cn3c(ccc(C4=CCCCC4)c3=O)[C@H]2N1CC1CCCCC1
43	N#C[C@@H]1[C@H](c2ccccc2-c2ccccc2F)[C@H](CO)N1C(=O)C1CCC1
44	C[C@@H]1CN([C@H](C)CO)C(=O)Cc2cc(NC(=O)Nc3ccc(F)cc3)ccc2O[C@H]1CN(C)Cc1ccc(Cl)c(Cl)c1
45	CC(C)NC(=O)Nc1ccc2c(c1)C(=O)N([C@H](C)CO)C[C@H](C)[C@@H](CN(C)Cc1ccncc1)OCCCC[C@H](C)O2
46	Cc1cc(C(=O)Nc2cccc3c2O[C@@H](CN(C)S(=O)(=O)c2ccc(Cl)cc2)[C@@H](C)CN([C@@H](C)CO)C3=O)n(C)n1
47	C[C@H]1CN([C@@H](C)CO)C(=O)c2c(c3ccccc3n2C)-c2ccccc2CO[C@@H]1CN(C)S(=O)(=O)c1ccccc1
48	C[C@H](CO)N1C[C@H](C)[C@H](CN(C)Cc2ccncc2)Oc2ccc(NS(=O)(=O)c3ccccc3)cc2C1=O
49	CCNC(=O)C[C@@H]1CC[C@H]2[C@H](COc3ccc(NC(=O)Nc4ccccc4C)cc3C(=O)N2C)O1
50	O=C(NC1CCCC1)N1CC(=O)N2[C@H](CO)[C@@H](c3ccc(-c4cccc(F)c4)cc3)[C@@H]2C1

| assay / entry | 41 | 42 | 43 | 44 | 45 | 46 | 47 | 48 | 49 | 50 |
| --- | --- | --- | --- | --- | --- | --- | --- | --- | --- | --- |
| T cruzi growth | 53 | 82 | . | 75 | 56 | -17 | 91 | 29 | 70 | . |
| Pf Dd2 growth | -24 | -10 | -27 | -9 | -50 | -3 | -79 | 6 | -6 | 3 |
| C diff HTS | 1 | 12 | -3 | 76 | -1 | 12 | . | 2 | -8 | 34 |
| KDM4C inh | -0.8 | 4.4 | 1.7 | 0.6 | -0.9 | -1.4 | -4.2 | -1.7 | -0.7 | -0.4 |

51	CO[C@H]1CN(C)C(=O)c2cc(NC(=O)Nc3ccccc3F)ccc2OC[C@H](C)N(C(C)=O)C[C@@H]1C
52	C[C@@H]1CCCCO[C@H](CN(C)Cc2ccc3c(c2)OCO3)[C@H](C)CN([C@@H](C)CO)C(=O)c2cc(NS(=O)(=O)c3cn(C)cn3)ccc2O1
53	COc1ccc2c3c(n(C)c2c1)[C@H](CO)N(C(=O)Nc1cccc(F)c1)CC31CN(C)C1
54	COc1ccc(NC(=O)Nc2ccc3c(c2)C(=O)N([C@@H](C)CO)C[C@@H](C)[C@H](CN(C)C(=O)Nc2ccc4c(c2)OCO4)OCCCC[C@@H](C)O3)cc1

| assay / entry | 51 | 52 | 53 | 54 |
| --- | --- | --- | --- | --- |
| T cruzi growth | 2 | 19 | . | 40 |
| Pf Dd2 growth | -6 | -35 | -80 | 0 |
| C diff HTS | -3 | 0 | -10 | 7 |
| KDM4C inh | 4.2 | 2.1 | -0.3 | 0.0 |

Bioassay records as filed in PubChem.
